Source: PubChem BioAssay (several laboratories)
TRPML3 agonist: human TRPML3 channel agonists, primary screen, cell-based, HEK293 TRPML3-YFP, Fluo-8 calcium fluorescence, 3 µM; activation, % at 3 µM; AID 1448, 2008; 100% = the carbachol control signal; 0.29% of 220,000 active; Mucolipin-3 (Homo sapiens), Q8TDD5;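 active = activation above its plate's cutoff, the mean activation of the plate's test wells plus 3 SD, cut at about 12% in these data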;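 also: 0% = DMSO only wells and 100% = carbachol wells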
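Test system: TRPML3-YFP stable HEK293 cells. Doses: single point at 3 µM. Incubation: dye loading 1 h 37 °C then 30 min ambient, 125 s read. Signal: Fluo-8 calcium dye fluorescence, ex 470-495, em 515-575 nm. Measure: percent activation from peak-to-basal fluorescence ratio, scaled between DMSO and carbachol.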
p47phox inh: p47phox/p22phox peptide binding inhibitors, primary screen, biochemical, uHTS, NADPH oxidase regulatory subunit; Neutrophil cytosol factor 1 (Homo sapiens), P14598; fluorescence polarization, 2 h; inhibition, % at 24.7 µM; 0.53% of 220,000 active;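 active = inhibition above about 30%, limit read from the data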;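 also: 0% = p47phox with labelled peptide and 100% = labelled peptide alone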
Target sequence (P14598 whole entry, looked up): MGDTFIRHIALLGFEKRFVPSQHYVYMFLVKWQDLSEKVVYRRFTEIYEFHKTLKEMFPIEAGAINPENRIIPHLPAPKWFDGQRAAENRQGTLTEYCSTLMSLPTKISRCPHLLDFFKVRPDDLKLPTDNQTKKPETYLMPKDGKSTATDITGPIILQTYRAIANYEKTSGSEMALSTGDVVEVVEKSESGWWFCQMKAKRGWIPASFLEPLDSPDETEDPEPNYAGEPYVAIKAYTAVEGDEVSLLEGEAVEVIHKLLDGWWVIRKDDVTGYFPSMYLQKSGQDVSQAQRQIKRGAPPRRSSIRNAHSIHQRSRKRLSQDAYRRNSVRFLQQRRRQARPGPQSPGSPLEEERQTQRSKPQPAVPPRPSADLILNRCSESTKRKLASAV
CHOP inhibitor: inhibitors of CHOP promoter induction, primary screen, cell-based, unfolded protein response, luciferase reporter. AID 2732, 2010. CHO-K1 CHOP-promoter luciferase, tunicamycin-induced, 15-18 h. 3.8% of 220,000 active. inhibition, % at 10 µM;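 active = compounds that reduced the stress-induced luciferase reporter signal by more than about 70% of percent inhibition, limit read from the data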;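 also: 0% = tunicamycin plus vehicle and 100% = wells without tunicamycin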
Mdm2 ligase inh: MDM2-luciferase reporter signal enhancers, primary screen, MDM2 E3 ligase inhibitor project, cell-based, luminescence, 1536-well; E3 ubiquitin-protein ligase Mdm2 (Homo sapiens), Q00987; cell-based MDM2 ubiquitination luciferase reporter, 2 h; 0 = plate control, 100 = twice control, blank-subtracted; signal enhancement, % at 5 µM; 0.11% of 210,000 active; AID 1230, 2008;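 active = signal enhancement of 30% or more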;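 also: luminescence tracks abundance of the self-degrading MDM2-luciferase fusion protein; higher signal means inhibition of MDM2 E3 ligase activity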
Target sequence (Q00987 whole entry, looked up, the tested form may be a part): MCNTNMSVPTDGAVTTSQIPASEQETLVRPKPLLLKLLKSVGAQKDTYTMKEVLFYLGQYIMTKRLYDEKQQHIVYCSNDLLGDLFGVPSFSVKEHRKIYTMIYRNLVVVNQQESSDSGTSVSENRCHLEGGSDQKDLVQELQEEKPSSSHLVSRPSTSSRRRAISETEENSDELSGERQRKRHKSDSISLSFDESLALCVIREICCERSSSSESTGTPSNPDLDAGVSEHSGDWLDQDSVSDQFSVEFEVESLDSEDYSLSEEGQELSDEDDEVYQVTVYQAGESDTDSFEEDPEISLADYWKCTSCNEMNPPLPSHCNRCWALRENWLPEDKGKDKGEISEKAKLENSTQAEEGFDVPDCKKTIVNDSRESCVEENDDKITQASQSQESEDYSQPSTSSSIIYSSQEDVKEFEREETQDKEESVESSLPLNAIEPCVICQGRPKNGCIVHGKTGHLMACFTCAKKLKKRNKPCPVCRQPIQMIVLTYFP
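Timing – 2 h compound exposure at 37 °C · Assay system – mammalian cells stably expressing self-ubiquitinating, self-degrading MDM2 E3–luciferase fusion · Amount – 2000 cells seeded into each well · Measure – % luminescence enhancement versus blank-corrected plate control mean · Measured by – SteadyLite luminescence, 15 min reagent step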
PPC-1+TRAIL kill: compounds killing PPC-1 cancer cells with TRAIL present, primary screen, TRAIL potentiator project, ATPLite luminescence, uHTS; PPC-1 cells + TRAIL, ATPLite viability luminescence; cell killing (% activity), % at 4 µM; 0.41% of 220,000 active; AID 1443, 2008;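 active = cell killing above 50% in the first pass at 4 µM, then a duplicate retest at 5 µM averaging 50% or more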;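 also: plate controls were cells with TRAIL plus DMSO for no effect and medium-only wells lacking cells for full effect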
TNF necrop inh: inhibitors of TNF-alpha triggered necroptosis, primary screen, cell-based, Jurkat FADD-/-, single concentration. Jurkat FADD-/- TNF necroptosis rescue, ATP luminescence, 24 h; 0 = TNF only, 100 = no-TNF cells. activation (protection from cell death), % at 10 µM. 0.068% of 220,000 active. AID 463075, 2010;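 active = activation, meaning protection from cell death, of at least 50% relative to plate controls; inactive = activation below 50%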;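 also: necroptosis triggered by 40 ng/mL TNF-alpha added together with compound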
Runt-SMMHC FRET: inhibitors of RUNX1 Runt–CBFb-SMMHC binding, primary screen, biochemical, FRET, Cerulean-Runt, Venus-CBFb-SMMHC, uHTS; Runt-related transcription factor 1 (Homo sapiens) + Core-binding factor subunit beta …; Cerulean-Runt/Venus-CBFb-SMMHC FRET ratio 530/480, 1 h; inhibition, % at 20 µM; 0.74% of 220,000 active; AID 1434, 2008;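 active = mean inhibition across duplicate retests at 20 µM reaching about 50%, limit read from the data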;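 also: 0% = DMSO wells and 100% = wells with excess untagged CBFb-SMMHC; inhibitors lower the FRET ratio by blocking Runt binding to CBFb-SMMHC; some results filed as inactive read as strong as hits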
zfTRPN1 agonist: zebrafish TRPN1 channel agonists, primary screen, cell-based, HEK293, calcium fluorescence; transient receptor potential cation channel N1 (TRPN1/NompC), Danio rerio; HEK293 zebrafish TRPN1-YFP, Fluo-8 calcium fluorescence; 100% = response to 87 µM carbachol; activation, % at 3 µM; 0.18% of 220,000 active; AID 1424, 2008;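 active = activation above its plate's cutoff, the mean activation of test wells on that plate plus 3 SD, cut at about 19% in these data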;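 also: 0% = DMSO alone and 100% = 87 µM carbachol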
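Material: zebrafish TRPN1-YFP in HEK293 cells; Doses: single test compound dose, 3 µM nominal, 0.3% DMSO; Timing: dye loading 1 h at 37 °C, then 30 min room temperature; Technique: intracellular calcium fluorescence with Fluo-8; Benchmarks: high carbachol 87 µM, low DMSO alone.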
EBV gp42 inh: Epstein-Barr virus gp42 inhibitors, primary screen, biochemical, uHTS, fluorescence polarization | Fluorescence polarization binding assay, mP read-out | 0.42% of 220,000 active | AID 1085, 2008 | inhibition, % (tested at 21.74 µM); in the data active = inhibition above about 50%
Target sequence (Q1HVG2 whole entry, looked up): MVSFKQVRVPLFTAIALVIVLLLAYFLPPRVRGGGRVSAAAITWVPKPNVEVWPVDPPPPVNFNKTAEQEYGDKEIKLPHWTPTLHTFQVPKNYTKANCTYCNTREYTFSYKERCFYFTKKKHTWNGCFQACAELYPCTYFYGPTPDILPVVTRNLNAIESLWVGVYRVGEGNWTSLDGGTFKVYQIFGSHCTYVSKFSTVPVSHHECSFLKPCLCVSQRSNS
* = called active by the depositor; nt = no result given.

SMILES	TRPML3 agonist	p47phox inh	CHOP inhibitor	Mdm2 ligase inh	PPC-1+TRAIL kill	TNF necrop inh	Runt-SMMHC FRET	zfTRPN1 agonist	EBV gp42 inh
CCOc1ccccc1C(=O)Nn1c(C2CCC2)nc2ccccc2c1=O	-0.5	-3	23	1	4	-5.1	-4	-2.0	-7
CCOC(=O)C1=C(N)N(c2cc(S(=O)(=O)N3CCOCC3)ccc2Cl)C(=O)C1	0.5	-6	3	-2	13	0.5	1	1.4	4
CCc1ccc(OCC(=O)NC(=S)Nc2ccc(F)cc2)c(Br)c1	2.4	0	51	-11	20	-2.4	-1	0.6	-10
CCN(CC)C(=O)C(=O)c1cn(CC(=O)NCc2ccc3c(c2)OCO3)c2ccccc12	0.4	-9	15	-25	1	1.3	-1	0.1	6
COC(=O)C(C)Sc1ncnc2c1c(-c1ccccc1)cn2-c1ccc(OC)cc1 (configuration not stated)	0.9	-17	45	-14	-17	0.0	-1	1.3	0
CC1CCc2cc(F)ccc2N1C(=O)c1ccncc1 (configuration not stated)	0.2	3	17	15	8	0.2	2	0.6	-3
CCC(C)NC(=O)c1ccccc1NC(=O)CN1C(=O)c2ccccc2S1(=O)=O (configuration not stated)	-0.5	-20	0	-10	7	1.5	-7	1.2	-3
O=C(NC1CCCC1)C(c1cccs1)N(C(=O)c1ccno1)c1ccccc1 (configuration not stated)	-0.7	-7	-25	-6	-2	-0.5	-3	-0.3	-8
Cc1cnc(NC(=O)CSc2nnc(-c3ccccc3)n2Cc2ccccc2)s1	-1.1	-8	40	-17	2	-2.3	-6	-1.8	-10
CCOC(=O)C1(CCCc2ccccc2)CCN(C(=O)CCC2=NNC(=O)CC2)CC1	1.7	0	-4	-11	3	-1.9	-2	3.4	-2
O=C(CNS(=O)(=O)c1ccccc1)NCc1ccccn1	0.0	4	-8	-8	-2	-0.6	2	1.1	-11
Cc1c(NC(=S)NC(=O)C(C)(C)C)c(=O)n(-c2ccccc2)n1C	0.5	-3	17	3	19	1.1	4	0.8	-7
Cc1oc(-c2ccccc2F)nc1CN1CCC(C(=O)NCCC2=CCCCC2)CC1	0.5	-12	16	-6	-12	-3.8	-1	1.0	-5
COc1ccc(CCNC(=O)c2n[nH]c(=O)c3ccccc23)cc1	-0.5	-13	63	-10	-13	0.2	-6	-0.6	-10
Cc1cc(C)cc(N(CC(=O)NC2CCCCCC2)S(=O)(=O)c2c(C)[nH]c(=O)[nH]c2=O)c1	0.3	-11	-3	-12	-6	0.4	-12	0.3	3
CCCN1C(=O)/C(=C2/C=Cc3ccccc3N2CC)SC1=S	-0.3	22	40	-3	6	-3.6	-8	-2.2	-4
CCOc1ccccc1NS(=O)(=O)c1cccs1	1.0	-13	nt	-11	8	-1.0	-2	-0.1	7
COc1ccc(C(=O)ON=C2CCN(c3ccc([N+](=O)[O-])cc3)CC2)cc1	-0.3	-20	8	-10	1	-4.3	-5	0.9	-9
CC(=O)c1c(C)[nH]c(C(=O)OCc2cccc(Cl)c2)c1C	0.5	-11	15	-16	21	-0.6	0	-0.3	-5
O=C(CN1C(=O)CCC1=O)Nc1ccc(Br)cc1	0.5	-3	6	-9	2	2.7	2	-1.2	-19
COCCNCC#CCOc1ccc(OC)cc1	-0.5	-7	-2	-9	-18	-2.2	0	-0.1	-15
O=C(CCSc1nnc(-c2ccncc2)o1)Nc1ccc(Cl)cc1	0.0	-7	8	-22	23	1.5	-3	3.5	-12
O=Cc1c(-c2ccc(F)cc2)nc2ccccn12	0.0	-5	9	11	7	-0.6	-5	-0.7	-9
CCN(CC)C1CCCCC1NS(=O)(=O)c1ccc(Cl)cc1 (configuration not stated)	1.1	-7	-1	-13	15	0.5	-6	-0.4	-18
Cn1ncc(Cl)c1C(=O)N1CCN(c2ncccn2)CC1	0.5	3	-1	-3	10	-1.0	-2	0.9	4

Copied from the listing, 3 compounds:
SMILES	TRPML3 agonist	p47phox inh	CHOP inhibitor	Mdm2 ligase inh	PPC-1+TRAIL kill	TNF necrop inh	Runt-SMMHC FRET	zfTRPN1 agonist	EBV gp42 inh
COc1ccc(CCNC(=O)c2n[nH]c(=O)c3ccccc23)cc1	-0.5	-13	63	-10	-13	0.2	-6	-0.6	-10
Cc1cc(C)cc(N(CC(=O)NC2CCCCCC2)S(=O)(=O)c2c(C)[nH]c(=O)[nH]c2=O)c1	0.3	-11	-3	-12	-6	0.4	-12	0.3	3
CCCN1C(=O)/C(=C2/C=Cc3ccccc3N2CC)SC1=S	-0.3	22	40	-3	6	-3.6	-8	-2.2	-4

The list continues:
SMILES	TRPML3 agonist	p47phox inh	CHOP inhibitor	Mdm2 ligase inh	PPC-1+TRAIL kill	TNF necrop inh	Runt-SMMHC FRET	zfTRPN1 agonist	EBV gp42 inh
Cc1cnc(C(=O)Nc2ccccc2-n2cccc2)cn1	0.0	-6	32	-5	21	-2.6	0	-0.8	-1
CCN(CC)S(=O)(=O)c1cccc(NC(=O)COC(=O)c2ccc(Br)o2)c1	0.1	-15	28	-14	18	0.4	2	3.5	-22
O=C(NCc1ccccn1)Nc1ccc(Cl)c(Cl)c1	0.9	-2	45	-9	24	6.4	-1	0.2	-3
O=C(CCC(=O)c1ccc(F)cc1)OC1CCOC1=O (configuration not stated)	0.2	11	-5	-6	-13	0.0	-3	0.7	-3
CCNC(=S)N/N=C(\C)c1cccc(OC)c1	-0.7	-5	-15	8	12	-0.3	-2	-0.7	-24
CCCc1ccc(-c2cc(NC(=O)CSc3nnc(N)s3)n(-c3ccccc3)n2)cc1	0.8	-13	-3	-4	32	-0.7	-13	1.9	-6
Cc1nnc(NC(=O)Cn2nc(C)c3ccccc3c2=O)s1	0.3	-7	-1	-5	nt	0.4	nt	0.0	-17
Fc1ccc(-c2ccnc3nc(-n4cccc4)nn23)cc1	-1.5	-2	52	-5	19	-4.7	-2	-2.0	-16
CN(C)c1ncc([N+](=O)[O-])cc1C(F)(F)F	0.2	-5	-21	-6	7	-0.9	-1	0.0	-4
CCn1nnnc1SCC(=O)Nc1nnc(C(C)C)s1	0.3	5	5	2	7	3.0	1	0.5	-19
Cc1ccc(S(=O)(=O)NCc2ccc3c(c2)cc(C)n3C)cc1	1.6	0	39	-19	4	0.1	-3	2.8	-2
O=C(CCCNS(=O)(=O)c1cccs1)N1CCN(c2cccc(Cl)c2)CC1	2.6	1	9	-7	12	-3.9	-3	4.4	3
CCc1cccc(CC)c1NC(=O)COc1ccccc1C(=O)c1cc(C#N)c(=O)n(C2CCCCC2)c1	0.7	-11	27	5	8	1.1	1	4.9	-5
FC(F)(F)c1cc(-c2cccs2)nc2cc(-c3cccs3)nn12	0.3	-1	16	-7	1	-0.2	-32	-0.9	-5
C#CC[N+](C)(C)CCCCCCCC	0.1	-12	59	nt	-22	0.4	2	0.9	-5
CCOC(=O)/C(=C\c1ccc([N+](=O)[O-])cc1)C(=O)c1cc(C(C)=O)c(Nc2ccccc2)s1	0.3	-27	112*	0	13	-24	-6	1.5	-12
CC(=O)c1ccc(NC(=O)C2CCN(S(=O)(=O)c3cccc4cccnc34)CC2)cc1	0.1	-9	50	-22	-1	0.9	-2	0.6	-5
COc1cc(CCC(=O)OCn2nnc3ccccc3c2=O)cc(OC)c1OC	0.7	-3	15	-18	0	-4.2	-4	0.7	-2
CCN1CCN(C(=O)c2ccc(OC)c(S(=O)(=O)Nc3ccc(C)cc3)c2)CC1	0.7	-4	3	-12	3	1.1	1	-1.0	-10
CC(NC(=O)/C=C/c1ccc(Br)cc1)c1ccccc1 (configuration not stated)	-0.4	-7	16	5	8	2.5	4	-1.1	-11
COc1ccc(-c2[nH]ncc2CN(Cc2nccn2C)C(C)C)c(F)c1	-0.1	2	22	4	24	3.6	3	-1.2	-18
CC(NC(=S)Nc1cccc(C(F)(F)F)c1)C(C)(C)C (configuration not stated)	12*	-24	-11	-3	6	-8.4	-2	13	0
CSc1nncc(/C(C)=N\Nc2cccc(C)c2)n1	-0.6	-2	-28	-48	3	-0.2	-16	-0.1	-4
CC1CCc2c(sc3ncnc(SCC(=O)c4ccccc4)c23)C1 (configuration not stated)	1.0	-12	0	2	-13	1.3	-2	-0.6	-17
CCc1ccc(NC(=O)C(C)n2nc(C)c([N+](=O)[O-])c2C)cc1 (configuration not stated)	-0.2	-6	14	17	6	2.9	0	-0.1	-11
(next part)
SMILES	TRPML3 agonist	p47phox inh	CHOP inhibitor	Mdm2 ligase inh	PPC-1+TRAIL kill	TNF necrop inh	Runt-SMMHC FRET	zfTRPN1 agonist	EBV gp42 inh
COC(=O)c1cccc(NCN2C(=O)c3ccccc3C2=O)c1	0.6	-11	11	-8	10	0.4	2	0.2	-23
COc1ccc(OC)c2c(C)cc(NCCN3CCOCC3)nc12	-0.4	-6	-21	-16	0	4.0	-2	-0.2	-8
CCCN1CCN(c2ccc(S(N)(=O)=O)cc2[N+](=O)[O-])CC1	1.3	8	13	0	-8	0.2	-1	-0.1	0
COc1cccc(NC(=O)COC(=O)c2ccccc2F)c1	0.4	-9	11	-23	17	1.1	1	1.3	-9
COc1ccc(/C=N/NC(=O)CNC(=O)C2COc3ccccc3O2)cc1OC (configuration not stated)	0.5	-3	8	3	8	1.3	-3	1.1	-8
C/C(=N/Nc1ccc(C)cc1)C1(C)N(O)C(C)(C)C(c2ccco2)=[N+]1[O-] (configuration not stated)	0.5	-8	2	-6	-7	-0.3	0	-0.5	-21
CCc1nnc(NC(=O)CSc2nnc(-c3c[nH]c4ccccc34)n2CCOC)s1	0.3	1	-14	-9	3	-0.4	3	-0.5	-18
O=C(Nc1ccc(Oc2cccc3ccccc23)cc1)c1ccco1	0.8	-36	45	-5	-14	-2.8	0	-0.9	-5
CC(NC(=O)OCc1ccccc1)C(=O)N1CC(O)CC1C(=O)O (configuration not stated)	0.6	-1	19	-7	0	-1.1	-5	1.5	-9
CCOc1ccc(C(=O)NC(=S)Nc2ccc(N3CCCCC3)cc2)cc1[N+](=O)[O-]	0.5	-21	-17	-4	13	1.6	3	1.8	-8
CCCC(=O)c1cc2ccccc2oc1=O	-0.1	-8	11	-5	10	-2.5	3	0.7	3

The order is random; any-hit rate near 5.9%.
